# Assay outcomes: PubChem, several laboratories
# Autophagy mod – autophagy modulation, high-content screen; MEF GFP-LC3 puncta imaging; test concentration mostly 10 µM; calls only at 10 µM (by protocol); 0.98% of 190,000 active;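 active means percentage of spot-positive cells more than 3 SD above its plate mean, without a fluorescence outlier flag or 80% toxicity; inconclusive means no clear call, values can overlap the other calls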;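 further: spot-positive cell cutoff set from DMSO-treated cells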
# K1F lysis inhibition – protection from phage-mediated lysis, alamar blue read-out – E. coli UTI89, K1F phage, bacterial capsule biogenesis inhibitors (AID 488966); E. coli UTI89 K1F phage lysis, alamar blue, 2 h; higher % means a stronger effect; inhibition, % at 100 µM; hits with a dose series show IC50 in µM; 0.02% of 340,000 active;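 active means phage lysis inhibition, versus mean bacterial control, above a set limit; inconclusive means no clear call, values can overlap the other calls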;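 further: capsule biogenesis inhibitors block K1F phage lysis so surviving cells raise fluorescence; higher fluorescence means more inhibition of phage lysis; actives were called in the ten point dose series up to 300 µM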
# LYP phosphatase – PTPN22 lymphoid phosphatase activity blockers – biochemical, fluorescence intensity, uHTS (AID 1779); one-dose inhibition, % at 11.5 µM; IC50 in µM for titrated hits; recombinant LYP phosphatase, fluorescence intensity; higher % means a stronger effect; 0.054% of 290,000 active; in the data active means inhibition above about 50%;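 further: plate controls were vehicle with enzyme for no effect and no enzyme for full effect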
# NTR1 ag – agonists of NTR1, primary screen, imaging, U2OS cells, beta-arrestin-GFP, high content (AID 493036); 0.17% of 330,000 active; activation, % at 20 µM; NTR1-U2OS beta-arrestin-GFP spot imaging, agonist mode;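 active means activation at or above 40% of the spot to cytoplasm intensity ratio, with at least 20 cells analyzed; inconclusive means wells under 20 cells, flagged as cytotoxic or low count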;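 further: 0% = DMSO without peptide and 100% = 100 nM NTR1 peptide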
# Target sequence (P30989 whole entry, looked up): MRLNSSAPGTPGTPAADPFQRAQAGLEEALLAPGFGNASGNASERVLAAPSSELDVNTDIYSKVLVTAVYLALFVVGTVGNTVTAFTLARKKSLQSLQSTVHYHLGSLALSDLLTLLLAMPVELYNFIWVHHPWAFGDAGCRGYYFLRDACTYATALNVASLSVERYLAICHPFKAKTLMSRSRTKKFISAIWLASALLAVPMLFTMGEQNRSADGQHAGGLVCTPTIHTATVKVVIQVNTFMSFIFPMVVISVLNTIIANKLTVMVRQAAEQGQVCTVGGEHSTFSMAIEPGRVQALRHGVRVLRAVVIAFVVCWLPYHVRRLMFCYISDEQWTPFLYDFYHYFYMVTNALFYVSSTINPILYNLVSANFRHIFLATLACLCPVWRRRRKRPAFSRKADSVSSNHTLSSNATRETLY
# AID2073 – disruptors of CaV2.2 binding to Mint1 – biochemical, HTRF (AID 2073). HTRF protein-protein interaction, Mint1-CaV2.2; higher % means a stronger effect. inhibition, % at 20 µM, or IC50 in µM where a hit was titrated. 0.19% of 290,000 active; in the data active means inhibition mostly above about 51%, no sharp cut-off; inconclusive means no clear call, values can overlap the other calls; inactive means mostly below about 53%; further: some results filed as inactive read as strong as hits
# RSV antiviral HEp-2 – inhibition of RSV-induced cytopathic effect – HEp-2 cells, primary 10 µM value included (AID 2391). HEp-2 cells, RSV-induced CPE inhibition; higher % means a stronger effect. CPE inhibition, % at 10 µM; hits with a dose series show IC50 in µM. 0.13% of 310,000 active; in the data active means a potency from the dose series; inconclusive means CPE inhibition mostly from about 23% at the one dose, without a potency; inactive means the rest, 99 in 100 with CPE inhibition below about 21%; further: strong numbers were not always called active
# NS5 inhibitors – flavivirus cap methylation enzyme inhibition – biochemical, confirmation dose response, primary screen (AID 588689). Dengue-2 NS5 methyltransferase capping enzyme assay, biochemical; higher % means a stronger effect. one-dose inhibition, % at 25 µM; IC50 in µM for titrated hits. 0.3% of 340,000 active; in the data active means a potency from the dose series; inconclusive means inhibition above about 29% without an active follow-up result
# WT yeast gro inh – growth inhibition of WT yeast, mitochondrial fusion screen; mitochondrial fusion phenotypic screen, WT strain; inhibition, % at 10 µM; 2.1% of 190,000 active; AID 1362; in the data active means inhibition above about 58%; tested in S. cerevisiae
# GPR35 antagonists – GPR35 antagonists blocking zaprinast-driven arrestin recruitment, primary screen, imaging, U2OS, beta-arrestin-GFP, zaprinast agonist (AID 2058); U2OS GPR35 beta-arrestin-GFP translocation imaging, zaprinast antagonism; higher % means a stronger effect; 0.052% of 290,000 active; one-dose inhibition, % at 10 µM; IC50 in µM for titrated hits;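 active means inhibition of at least 50% with at least 30 cells and total cytoplasm GFP at most 10,000,000; inconclusive means under 30 cells or total GFP of 10,000,000 plus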
# WT yeast gro inh mutant strain – recorded beside WT yeast gro inh, whose call it bears; inhibition, %; mitochondrial fusion phenotypic screen, mutant strain inhibition
# Autophagy mod cell loss 18 h – recorded beside Autophagy mod, whose call it bears; toxicity, %; measured here: cell loss, nuclei count;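 cell loss after 18 h compound exposure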
# NTR1 ag cell count 20 µM – further read-out of NTR1 ag, marked with its call; cell count; measured here: cell count, cytotoxicity flag
# NS5 inhibitors pilot replicate – also measured in NS5 inhibitors; calls as there; inhibition, %; measured here: pilot screen replicate inhibition
# * = called active by the depositor; i = inactive; ? = inconclusive; . = not tested or not shown; [ ] = remark or other dose.
SMILES,Autophagy mod,Autophagy mod cell loss 18 h,K1F lysis inhibition,LYP phosphatase,NTR1 ag,NTR1 ag cell count 20 µM,AID2073,RSV antiviral HEp-2,NS5 inhibitors,WT yeast gro inh,WT yeast gro inh mutant strain,GPR35 antagonists,others
COc1cc(OC)c([N+](=O)[O-])cc1/C=N/NC(=O)c1ccncc1,i,1.1,0.3%,2.4%,-0.8,28,14.3%,-0.5%,-3.8%,-11.6,4.6,-13.4%,
O=C(COc1cccc2ccccc12)Nc1nc2ccccc2[nH]1,i,-6.5,2.3%,-4.4%,-2.2,60,14.7%,-1.0%,9.1%,67.0*,54.1*,-1.4%,
Cc1c(C(=O)N2CCC(C(N)=O)CC2)oc2ccc(Br)cc12,.,.,0.5%[50 µM],.,-1.0,82,.,-1.3%,-5.1%,.,.,.,
CN1CCC(N(C)S(=O)(=O)c2ccc(F)cc2F)CC1,.,.,0.6%,-8.1%,1.5,46,1.8%,-0.8%,2.5%,.,.,2.3%,
N#Cc1ccccc1OCC(=O)NCC1(N2CCCCC2)CCCCC1,i,-5.0,0.2%,-7.2%,-1.5,60,13.3%,-0.3%,0.0%,5.7,-5.7,-10.8%,
CCOC(=O)c1cc(C#N)c(Oc2cccc(C(F)(F)F)c2)nc1-c1ccccc1,i,-5.5,-0.1%,15.8%,3.1,56,3.9%,7.8%,-10.2%,3.5,-8.8,-16.1%,
Cc1cc(CNC(=O)C(C)Cc2ccccc2)nn1C (centres undefined),i,-3.0,0.9%,-2.0%,1.8,67,7.5%,1.0%,-2.8%,17.5,-10.0,5.7%,
Cc1ccc(C)c(Cn2c3ccccc3c3cnn(CC(=O)NCCCN4CCOCC4)c(=O)c32)c1,.,.,-0.2%,-14.4%,0.7,62,4.1%,6.4%,-8.8%,.,.,8.1%,
Cc1cc(/C=C2/C(=O)N(C)C(=S)N2C)c(C)n1C1CC1,i,8.5,0.1%,-1.6%,0.0,84,-6.2%,87.3%,-43.5%,-1.3,-5.7,8.4%,
CC(C)(C)NC(=O)C1CCN(C(=O)c2ccco2)CC1,.,.,-0.1%,-13.5%,0.3,46,8.4%,0.8%,4.0%,.,.,-1.7%,
COc1ccc(-n2nnnc2SCC(=O)N2C(C)CCCC2C)c(OC)c1 (centres undefined),i,-4.9,0.4%[50 µM],4.0%,1.5,55,-3.1%,4.8%,-4.8%,1.7,11.3,0.4%,
CN(C)C(=O)CSc1nc(SCC(=O)N(C)C)n(-c2ccccc2)n1,i,-2.6,1.0%,-0.9%,-1.0,68,-7.5%,-0.1%,-2.4%,17.1,-1.8,-15.0%,
Cc1ccc(OCCNC(=O)CNC(=O)c2ccccc2Cl)cc1,.,.,0.9%[50 µM],.,1.4,55,.,0.7%,-5.9%,.,.,.,
Cc1ccc(Nc2nc(=O)[nH]nc2C)cc1,i,-3.1,-0.5%,-6.7%,0.8,62,7.6%,1.1%,-7.2%,3.1,-4.3,-4.5%,
COc1ccccc1-c1nc(SCC(=O)O)n[nH]1,i,0.0,2.6%,-5.8%,-0.9,105,10.3%,0.9%,-6.6%,2.4,9.8,5.9%,
O=C1N(CN2C(=O)C3(OCCO3)c3ccccc32)c2ccccc2C12OCCO2,i,1.2,1.2%,-4.1%,-0.3,63,-0.4%,-0.5%,-7.5%,16.8,25.5,3.0%,
CCOC(=O)c1cnc(-n2nc(C)cc2C)nc1Oc1ccc(C#N)cc1,.,.,-2.5%,-5.3%,-0.4,38,9.2%,2.0%,10.1%,.,.,17.2%,
CN(C)C(=S)Nc1ccc(Cl)cc1,.,.,-0.3%,-5.7%,0.1,60,-12.5%,0.4%,7.7%,.,.,10.5%,
CC(C)[C@H](NS(=O)(=O)c1ccccc1)C(=O)OCn1nnc2ccccc2c1=O,i,-7.0,-0.4%,-2.7%,0.4,50,-2.0%,-0.1%,-4.8%,-8.6,8.2,13.1%,
COc1cc(NC(=O)Cn2c(C)cc3ccccc3c2=O)cc(OC)c1OC,i,-5.6,0.0%,-7.2%,-0.1,93,6.4%,2.0%,-12.0%,-8.2,0.1,1.1%,
CC1Cc2ccccc2N1CC(=O)Nc1ccc(S(N)(=O)=O)cc1 (centres undefined),.,.,0.1%,-7.9%,-1.0,60,19.9%,1.5%,-0.9%,.,.,-4.6%,
CN(C(=O)c1ccc(OC2CCN(S(=O)(=O)N(C)C)CC2)cc1)C1CCCCC1,i,-11.7,0.3%,-4.4%,-1.0,33,-6.0%,9.5%,-5.4%,5.6,-18.6,-6.8%,
O=C(NCCCN1CCOCC1)C1CC(=O)N(C2CCCCC2)C1 (centres undefined),i,-17.7,0.4%,-10.1%,-0.8,43,19.4%,0.4%,5.9%,-11.1,-1.1,16.5%,
CC1CCc2c(nc3sc4c(c3c2N)CCCC4)C1 (centres undefined),i,0.9,0.3%,3.2%,5.8,91,-6.2%,12.4%,-5.4%,31.5,26.4,3.7%,
Cc1cccc(OCCSCc2nc3ccccc3[nH]2)c1,i,-28.7,0.4%,-2.0%,0.9,45,-6.0%,1.9%,-0.5%,-2.2,13.9,-7.9%,
O=C(NC(=S)NCC1CCCO1)c1ccccc1F (centres undefined),i,-25.2,-0.2%,4.2%,-1.6,89,-5.4%,2.2%,0.0%,7.5,10.1,1.1%,
Cc1ccc(S(=O)(=O)Oc2ccccc2/C=N/NC(=O)c2c(Cl)cnn2C)cc1,i,3.6,0.0%,-0.6%,-0.2,95,0.3%,?,-3.1%,18.0,13.1,-2.9%,
O=C(NC1CCCCCCC1)c1cnccn1,i,-10.1,-0.6%,0.6%,-4.3,88,0.0%,1.3%,-11.2%,12.3,4.8,-6.5%,
CCCN(CC1CC1)c1nc(N)c2c(N)nc(OC)cc2c1C#N,i,8.0,-0.2%,-8.2%,8.7,38,22.9%,0.6%,3.5%,4.3,-4.0,-7.9%,
COc1nc(-c2ccccc2)ccc1-c1noc(-c2ccccc2)n1,i,-2.8,7.8%,2.6%,6.7,41,1.9%,5.5%,-4.1%,1.0,10.3,1.0%,
COc1cccc2cc(-c3cc(=O)oc4ccc(OCC(C)=O)cc34)oc12,.,.,0.2%,-2.0%,7.5,68,22.8%,4.3%,-0.5%,.,.,12.3%,
COc1ccc(C(=O)N2CCC(C(=O)Nc3ccccc3OC)CC2)cc1,i,12.9,0.7%,-4.7%,3.3,74,-0.7%,1.7%,1.1%,9.1,17.1,-0.1%,
CC1(C)Cc2c(sc3nc(SCC(=O)NCc4ccccc4)n(-c4ccccc4)c(=O)c23)CS1,i,-4.5,1.0%,9.1%,17.8,75,21.7%,1.1%,-3.7%,15.0,9.4,11.3%,
O=Cc1ccccc1-c1cn(CCCOCc2ccccc2)nn1,.,.,0.3%,-10.8%,-0.2,99,14.1%,-0.5%,5.7%,.,.,-2.4%,
CC(CN1CCOCC1)OC(=O)c1ccccc1 (centres undefined),.,.,1.0%,1.4%,0.8,37,8.8%,-0.1%,-7.8%,.,.,2.8%,
CC1CC1C(=O)OCC(=O)Nc1ccccc1Oc1ccccc1 (centres undefined),i,31.4,0.1%,-6.7%,-1.1,73,-2.0%,1.0%,-7.3%,32.4,5.8,3.6%,
Cc1ccc(C(=O)Nc2cccc3cccnc23)cc1C,.,.,0.6%,-6.1%,4.5,46,9.2%,4.5%,-3.9%,.,.,-4.8%,NS5 inhibitors pilot replicate=-1.5
O=C(O)c1ccc(-c2nc(-c3ccc(Cl)cc3Cl)cs2)cc1,i,19.9,0.0%,-3.1%,2.6,62,16.4%,44.2µM*,23.6%,52.3,32.0,-7.0%,
COc1cccc(CNC(=O)CCC2CCCN(C/C=C/c3ccccc3OC)C2)c1 (centres undefined),i,41.1,2.1%,-1.0%,-1.6,62,8.4%,-2.6%,-3.0%,8.0,0.6,2.9%,
COc1ccc(CNC(=O)c2ccc(NC(=O)CC3SC(N4CCCC4)=NC3=O)cc2)cc1 (centres undefined),i,-3.7,-0.5%,-10.1%,-1.5,82,-7.6%,4.8%,1.0%,1.9,16.2,-18.2%,

# Among those listed so far, 2 contain a thiophene ring, fused or not:
SMILES,Autophagy mod,Autophagy mod cell loss 18 h,K1F lysis inhibition,LYP phosphatase,NTR1 ag,NTR1 ag cell count 20 µM,AID2073,RSV antiviral HEp-2,NS5 inhibitors,WT yeast gro inh,WT yeast gro inh mutant strain,GPR35 antagonists,others
CC1CCc2c(nc3sc4c(c3c2N)CCCC4)C1 (centres undefined),i,0.9,0.3%,3.2%,5.8,91,-6.2%,12.4%,-5.4%,31.5,26.4,3.7%,
CC1(C)Cc2c(sc3nc(SCC(=O)NCc4ccccc4)n(-c4ccccc4)c(=O)c23)CS1,i,-4.5,1.0%,9.1%,17.8,75,21.7%,1.1%,-3.7%,15.0,9.4,11.3%,

# Further results
SMILES,Autophagy mod,Autophagy mod cell loss 18 h,K1F lysis inhibition,LYP phosphatase,NTR1 ag,NTR1 ag cell count 20 µM,AID2073,RSV antiviral HEp-2,NS5 inhibitors,WT yeast gro inh,WT yeast gro inh mutant strain,GPR35 antagonists,others
COc1ccc(C(=O)NC2CCCCCC2)cc1S(=O)(=O)N1CCCC1,i,2.7,0.2%,-3.8%,-0.7,64,6.9%,2.0%,6.0%,1.1,-11.5,-0.6%,
COc1ccc(C2C(C(=O)c3ccc(C)o3)=C(O)C(=O)N2Cc2cccnc2)cc1OC (centres undefined),.,.,-1.0%,-8.6%,0.0,82,2.4%,1.2%,-12.4%,.,.,-1.3%,
CC1(C)Oc2ccc3ccc(=O)oc3c2CC1O (centres undefined),.,.,-1.0%,-15.8%,-1.4,70,13.6%,1.9%,2.3%,.,.,-6.9%,
CCOC(=O)C1CCN(C(=O)Cc2c(C(=O)O)n(C)c3ccccc23)CC1,i,-3.5,-0.8%,-8.7%,-3.7,75,2.4%,2.7%,3.9%,-23.3,-3.9,5.7%,
Cc1nc2c(-c3ccc(F)cc3)c(C)nn2c(C)c1CCC(=O)Nc1ccccc1,.,.,0.7%,5.8%,4.0,54,12.9%,2.9%,-15.7%,.,.,-9.3%,
O=C(CN1C(=O)NC2(CCCc3ccccc32)C1=O)Nc1ccccc1OC(F)F (centres undefined),.,.,-0.3%,.,-0.4,59,.,-0.5%,7.3%,.,.,.,
CCN(CC)CCNC(=O)c1sc2nc(-c3ccccc3)cn2c1C,.,.,7.2%,-8.2%,-2.7,58,6.6%,-1.3%,0.7%,-3.8,1.3,5.0%,
CCN(c1ccccc1)S(=O)(=O)c1ccc(Cl)c(NC(=O)Nc2ccc(Cl)cc2C#N)c1,i,6.1,-0.4%,0.4%,4.6,48,12.3%,?,-7.3%,56.4,-5.2,-18.8%,
CCn1c2ccccc2c2cc(/C=N/NC(=O)c3ccc(O)cc3)ccc21,i,-12.3,-0.1%[50 µM],2.4%,20.4,75,16.1%,11.2%,-4.2%,5.3,-6.5,21.1%,
